Screening data from PubChem.
RGS4 block – RGS4 inhibitors, primary screen, cell-based, HEK293 M3R inducible RGS4, calcium flux | Regulator of G-protein signaling 4 (Homo sapiens), P49798 | Fluo-4 calcium flux; stronger effect = higher value; triggered by carbachol at its EC20 | B-score at 10 µM | hit rate 0.45% among 310,000;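 active means B-score, a plate-corrected calcium signal, over three deviations above library mean, with baseline fluorescence within five deviations of library mean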;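 further: RGS4 expression induced by doxycycline in cells with stable M3 receptor; B-score is computed from the integrated fluorescence ratio over baseline after carbachol; higher B-score means a larger calcium signal and so more RGS4 inhibition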
Target sequence (P49798 whole entry, looked up): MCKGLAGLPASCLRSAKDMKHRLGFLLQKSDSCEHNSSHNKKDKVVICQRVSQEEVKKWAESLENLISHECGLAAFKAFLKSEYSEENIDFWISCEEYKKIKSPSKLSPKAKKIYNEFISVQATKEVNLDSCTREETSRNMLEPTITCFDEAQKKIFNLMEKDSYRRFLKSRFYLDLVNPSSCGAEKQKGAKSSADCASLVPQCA
MrgX1 PAM – positive allosteric modulators of MrgX1, primary screen, HEK293 cells, Fluo-4 calcium flux | Mas-related G-protein coupled receptor member X1 (Homo sapiens), Q96LB2 | FDSS; stronger effect = higher value | B-score at 10 µM | hit rate 0.63% among 310,000 | AID 588675, 2011;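 active means plate-corrected calcium response at least 3 library SD above typical, normal starting fluorescence, not activating the receptor alone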;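 further: compound read alongside a low EC10 to EC30 dose of BAM8-22 agonist; peak minus trough fluorescence over baseline measured at the second addition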
KCNQ1 inh – inhibitors of human KCNQ1 channel, primary screen, cell-based, thallium flux, high-throughput; B-score at 10 µM; CHO-K1 KCNQ1, FluxOR thallium flux fluorescence; stronger effect = higher value; AID 2642, 2010; hit rate 1.3% among 310,000; Potassium voltage-gated channel subfamily KQT member 1 (Homo sapiens), P51787;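 active means compounds whose thallium flux B-score, printed positive for inhibition, exceeds three library SD while starting fluorescence stays within three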;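 further: channel opened by potassium depolarization with thallium stimulus after 20 min compound exposure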
KCNK9 inh – KCNK9 potassium channel inhibitors, primary screen, HEK293 cells, thallium flux; B-score at 10 µM; FluxOR thallium flux fluorescence; stronger effect = lower value; Potassium channel subfamily K member 9 (Homo sapiens), Q9NPC2; hit rate 1.2% among 310,000;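 active means ratio B-score over 3 SD below the library mean, with starting fluorescence within 5 SD of its mean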;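 further: negative B-score means less thallium flux so channel inhibition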
Target sequence (Q9NPC2 whole entry, looked up): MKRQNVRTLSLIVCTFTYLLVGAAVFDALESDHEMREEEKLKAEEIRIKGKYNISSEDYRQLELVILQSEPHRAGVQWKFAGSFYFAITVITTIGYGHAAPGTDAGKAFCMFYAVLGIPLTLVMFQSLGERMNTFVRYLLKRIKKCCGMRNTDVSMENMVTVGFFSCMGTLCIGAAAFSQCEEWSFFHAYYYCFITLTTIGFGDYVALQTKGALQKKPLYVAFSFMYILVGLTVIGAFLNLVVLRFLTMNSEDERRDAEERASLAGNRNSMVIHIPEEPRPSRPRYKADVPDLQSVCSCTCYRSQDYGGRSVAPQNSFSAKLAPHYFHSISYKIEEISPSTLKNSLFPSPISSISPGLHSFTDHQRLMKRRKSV
MrgX1 ag – agonists of human MrgX1 receptor, primary screen, HEK293 cells, Fluo-4 calcium flux; Mas-related G-protein coupled receptor member X1 (Homo sapiens), Q96LB2; Fluo-4 calcium fluorescence, agonist mode; stronger effect = higher value; B-score at 10 µM; hit rate 0.44% among 310,000;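 active means calcium response B-score plate-corrected fluorescence ratio at least 3 library SD, with starting fluorescence B-score inside 5 SD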
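Assay system: MrgX1-expressing HEK293 cells / Amount: fifteen thousand cells per well / Doses: test compound in the initial addition of three / Timing: cells plated overnight, dye loaded 0.5 h 37 °C, 0.5 h room temperature / Technique: kinetic calcium dye fluorescence, Fluo-4 NW / Control set: positive and negative controls per plate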
KCNQ1 act – potentiators or activators of KCNQ1 channel, primary screen, cell-based, thallium flux, high-throughput. CHO-K1 KCNQ1, thallium flux FluxOR fluorescence; stronger effect = higher value. hit rate 0.35% among 310,000. Potassium voltage-gated channel subfamily KQT member 1 (Homo sapiens), P51787. B-score at 10 µM. AID 2648, 2010;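 active means fluorescence ratio B-score, a plate-corrected score, at least three library SD, with initial intensity B-score within 5 SD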
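Medium – assay buffer, equal DMSO in all wells · Material – CHO-K1 cell line with stable KCNQ1 potassium channel expression · Signal – kinetic FluxOR thallium fluorescence, 10-s 1-Hz baseline, 110-s post-stimulus read · Compound – single concentration per compound, DMSO matched to controls · Schedule – 37 °C overnight plating, 90-min dark dye load, 20-min compound pretreatment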
TMEM16A inh – TMEM16A chloride channel inhibitors, primary screen, cell-based, HTS. Anoctamin-1 (Mus musculus), Q8BHY3. HEK293 TMEM16A/YFP iodide influx fluorescence, ionomycin. AID 588511, 2011. hit rate 1.2% among 310,000. normalized B-score (activity score, 25-100; higher = stronger inhibition) at 10 µM;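 active means ratio plate-corrected score three or more library SD toward inhibition, starting fluorescence score within five deviations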;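 further: score derived from kinetic fluorescence span divided by baseline fluorescence per well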
KCNK3 inh – human KCNK3 channel inhibitors, primary screen, CHO cells, FluxOR thallium flux, B-score; FluxOR fluorescence; stronger effect = lower value; hit rate 0.84% among 340,000; Potassium channel subfamily K member 3 (Homo sapiens), O14649; B-score at 10 µM;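 active means B-score under library mean minus 4 SD, starting fluorescence ratio at most library mean plus 5 SD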;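 further: more negative B-score means stronger inhibition of thallium flux through KCNK3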
Target sequence (O14649 whole entry, looked up): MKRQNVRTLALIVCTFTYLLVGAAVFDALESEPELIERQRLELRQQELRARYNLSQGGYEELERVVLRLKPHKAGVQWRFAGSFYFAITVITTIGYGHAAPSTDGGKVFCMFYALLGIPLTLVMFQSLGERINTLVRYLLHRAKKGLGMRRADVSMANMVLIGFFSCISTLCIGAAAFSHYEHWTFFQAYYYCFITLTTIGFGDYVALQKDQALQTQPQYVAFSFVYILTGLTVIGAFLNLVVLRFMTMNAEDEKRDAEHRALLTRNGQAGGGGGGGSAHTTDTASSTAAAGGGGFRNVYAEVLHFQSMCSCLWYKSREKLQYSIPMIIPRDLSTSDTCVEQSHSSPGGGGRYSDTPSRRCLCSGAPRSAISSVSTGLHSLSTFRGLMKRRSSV
hERG protect – hERG rescue from dofetilide block, primary screen, cell-based, CHO-hERG, FluxOR thallium flux, dofetilide IC70; Voltage-gated inwardly rectifying potassium channel KCNH2 (Homo sapiens), Q12809; dofetilide IC70 present; activation (rescue from dofetilide block), less the hit threshold, % at 10 µM; hit rate 0.51% among 310,000;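 active means activation above the mean of controls blocked by dofetilide plus 5 SD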;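 further: thallium influx through hERG after potassium depolarization seen as dye fluorescence rise; in these data hits start at about 4.7%; inactives centre near -7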
RGS4 pot – RGS4 potentiators or activators, primary screen, cell-based, HEK293 M3R inducible RGS4, calcium flux | B-score at 10 µM | hit rate 0.92% among 310,000 | carbachol calcium flux Fluo4; stronger effect = lower value;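 active means B-score of the integrated calcium signal more than 4 SD below the library mean, with starting fluorescence not abnormally high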;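 further: negative B-score means reduced calcium response which marks RGS4 activation or potentiation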
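test system = M3R-expressing HEK293 line, RGS4 induced by doxycycline | probe or stimulus = carbachol at ECmax as muscarinic agonist stimulus | timing = dye loading 30 min 37 °C, buffer rest 30 min RT | signal = calcium dye Fluo4 fluorescence | evaluation = B score from integrated fluorescence ratio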
TMEM16A act – TMEM16A chloride channel activators or potentiators, primary screen, cell-based, HTS. Anoctamin-1 (Mus musculus), Q8BHY3. B-score at 10 µM. HEK293 TMEM16A/YFP-H148Q/I152L, iodide quench fluorescence; stronger effect = lower value. hit rate 0.3% among 340,000. AID 623877, 2012;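 active means fluorescence-ratio B-score plate-corrected deviation score at least 3 library SD below zero, with starting fluorescence score within 5 deviations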;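 further: channel opened by trigger with iodide after compound preincubation; score built on the fluorescence ratio of max minus min over baseline; more negative score means more quench and so TMEM16A activation or potentiation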
Starred values were filed as active, the others as inactive; i = inactive; . = no result given.

SMILES	RGS4 block	MrgX1 PAM	KCNQ1 inh	KCNK9 inh	MrgX1 ag	KCNQ1 act	TMEM16A inh	KCNK3 inh	hERG protect	RGS4 pot	TMEM16A act
Fc1ccc(Cn2nnnc2CN2CCN(C3CCCC3)CC2)cc1	i	i	i	i	i	i	i	i	-2	i	.
CNC(=O)c1c(NC(=O)CS(=O)(=O)c2ccccc2)sc(C)c1C	i	i	i	i	i	i	i	i	-1	i	i
Cc1ccc2[nH]c(=O)c(CN(C(=O)c3cccc([N+](=O)[O-])c3)C(C)C)cc2c1	i	i	i	i	i	i	i	i	-9	i	i
COC(=O)Cc1ccc(OC(=O)c2cccc(S(=O)(=O)N3CCN(C)CC3)c2)cc1	i	i	i	i	i	i	i	i	-13	i	i
CCOC(=O)C(NC(=O)c1ccccc1)=C1CCCCC1	i	i	i	i	i	i	i	i	-5	i	i
CCCc1cc(C(=O)Nc2sc(C)c(CC)c2C#N)no1	i	i	i	i	i	i	i	i	-16	i	i
Cc1cc(C)nc(NC(=O)/C=C/c2ccccc2Cl)c1	i	i	i	i	i	i	i	i	-4	i	i
CC(=O)N1CCN(C(=S)Nc2ccc(Oc3ccccc3)cc2)CC1	i	i	i	i	i	i	i	i	-10	i	i
CC(C)(C)c1cc(NC(=O)COC(=O)c2ccc3c(=O)n4c(nc3c2)CCC4)n(-c2ccccc2)n1	i	i	i	i	i	i	i	i	-3	i	i
O=C(NC1CCCCCC1)c1cc(S(=O)(=O)N2CCOCC2)ccc1N1CCCCC1	i	i	i	i	i	i	i	i	-16	i	i
Cc1nn(CCOc2ccccc2)c(=O)n1-c1ccccc1	i	i	i	i	i	i	i	i	-17	i	i
O=C(CN(c1ccc(F)cc1)S(=O)(=O)c1ccccc1)NCCSC1CCCCC1	i	i	i	i	i	i	i	i	-11	i	i
CCCN(CC(=O)Nc1ccccc1OC)C(=O)c1cccc(S(=O)(=O)NCc2ccccc2)c1	i	i	i	i	i	i	i	i	-16	i	i
CC(=O)Nc1cccc(Oc2ccc3c(c2)C(=O)NC3=O)c1	i	i	i	i	i	i	i	i	-8	i	i
N#CC1(C#N)C(c2ccccc2)OC23CCCCCC2C1(C#N)C(=N)O3 (centres undefined)	i	i	i	i	i	i	i	i	-9	i	i
CC1=C(C(=O)N2CCCC(N3CCN(c4cccc(C(F)(F)F)c4)CC3)C2)OCCO1 (centres undefined)	i	i	i	i	i	i	i	i	-10	i	i
CN(C)N=Nc1ccc2nc[nH]c2c1	i	i	i	i	i	i	i	i	-13	i	i
CC1=C/C(=N\OC(=O)/C=C/c2ccccc2)C(C)=CC1=O	i	i	i	i	i	i	i	i	-10	i	i
Cc1cc(NS(=O)(=O)c2ccc(OCCNS(C)(=O)=O)cc2)no1	i	i	i	i	i	i	i	i	-4	i	i
CCOC(=O)N1CCN(Cc2cn[nH]c2-c2cccc3ccccc23)CC1	i	i	i	i	i	i	i	i	-12	i	i
COC(=O)c1ccc(COc2cccc3c2CCN(Cc2ccccc2)C3=O)o1	i	i	i	i	i	i	i	i	-11	i	i
CC(C)Cn1c(N)c(C(=O)NCc2cccs2)c2nc3ccccc3nc21	i	i	i	i	i	i	i	i	-8	i	i
CC1CCC(C(C)C)C(OP(=O)(c2ccc(N(C)C)cc2)C(O)c2cccnc2)C1 (centres undefined)	i	i	i	i	i	i	i	.	-15	i	.
C#CCOCCOCCOCCNc1nc(N2CCN(C(=O)[C@H](CCC(=O)O)n3cc(C(N)CO)nn3)CC2)nc(N2CCN(C(=O)[C@H](CCC(=O)O)n3cc(C(N)[C@H](C)CC)nn3)CC2)n1 (some centres undefined)	i	i	i	i	i	i	i	i	-6	i	i
O=C(CN(C(=O)c1cc2c(s1)CCC2)C1CCCC1)NCc1cccs1	i	i	i	i	i	i	i	i	-2	i	.
C/C(=N\NC(=O)c1cc(-c2cccnc2)nc2ccccc12)c1ccccc1O	i	i	i	i	i	i	i	i	-6	i	i
CC1CCCCN1C(=O)C1CCN(S(=O)(=O)c2ccc(-n3cnnn3)cc2)CC1 (centres undefined)	i	i	i	i	i	i	i	i	-6	i	i
COc1ccc(CNCc2ccccc2C(F)(F)F)cc1	i	i	i	i	i	i	i	i	-3	i	i
O=C(NCc1ccco1)c1ccc(N2CCOCC2)c([N+](=O)[O-])c1	i	i	i	i	i	i	i	i	-8	i	i
Cc1ccc2c(NC(=O)C3CC3)c(C)ccc2n1	i	.	i	i	.	i	.	.	-6	i	.
CCOCN(C(=O)Cn1c(COC)nc2ccccc21)c1c(C)cccc1CC	i	i	i	i	i	i	i	i	-12	i	i
CCCC(=O)NCCc1ccc(S(N)(=O)=O)cc1	i	i	i	i	i	i	i	i	-4	i	i
COc1ccc(C2c3c4c(n(C)c3CCN2C)CCN(C)C4c2ccc(OC)cc2)cc1 (centres undefined)	i	i	i	i	i	i	i	i	-8	i	i
CCOC(=O)N1CCC(NC(=O)C2CCCN(S(=O)(=O)c3ccc4c(c3)oc(=O)n4C)C2)CC1 (centres undefined)	i	i	i	i	i	i	i	i	-3	i	i
CC1=NN(C(=O)c2ccccc2-n2cccc2)C(O)(C(F)(F)F)C1 (centres undefined)	i	i	i	i	i	i	i	i	-23	i	i
CC(C)(C)OC(=O)N1CCC(Cc2cc(-c3ccc(Cl)cc3)no2)(C(=O)O)CC1	i	i	i	i	i	i	i	i	-2	i	i
Cc1ccc(NC(=O)CCC(=O)NNS(=O)(=O)c2ccccc2)c(C)c1	i	i	i	i	i	i	i	i	-2	i	i
Nc1ccc2c(c1)nc(Cc1ccccc1)n2CCO	i	i	i	i	i	i	i	i	3	i	i
CN(c1ccccc1)c1nccc(=O)[nH]1	i	i	i	i	i	i	i	i	-8	i	i
COc1ccc(-c2csc(C)n2)cc1Br	i	i	i	i	i	i	i	i	-3	i	i
CCCCNC(=O)CCCn1c(=O)[nH]c2ccc(Br)cc2c1=O	i	i	i	i	i	i	i	i	-8	i	i
CC1CCC(NC(=O)c2ccc(NC3=NC4CS(=O)(=O)CC4S3)cc2)CC1 (centres undefined)	i	i	i	i	i	i	i	i	-9	i	i
COc1cccc(NC(=O)C2CCCN(S(=O)(=O)c3cccc4cccnc34)C2)c1 (centres undefined)	i	i	i	i	i	i	i	i	-21	i	i
CCOc1ccccc1-c1nnc(CS(=O)(=O)c2ccccc2)o1	i	i	i	i	i	i	i	i	-11	i	i
Cc1cccc(C)c1NC(=O)C1c2cccc[n+]2CC(=O)N1Cc1cccs1 (centres undefined)	i	i	i	i	i	i	i	i	-11	i	i
CCCC(=O)NC(C)c1nc(-c2ccc(C)cc2)no1 (centres undefined)	i	i	i	i	i	i	i	i	-5	i	i
COc1cccc(-n2c(C)nnc2SCC(=O)Nc2ccccc2N2CCOCC2)c1	i	i	i	i	i	i	i	i	-6	i	i
CC(C)Cc1nn2c(=O)cc(COc3ccc(NC(=O)c4ccco4)cc3)nc2s1	i	i	i	i	i	i	i	i	-1	i	i
O=C(NCCc1ccccc1)C1CCC(CNc2nc(=S)[nH]c3ccccc23)CC1 (centres undefined)	i	i	i	i	i	i	i	i	-9	i	i
O=C(O)CCNS(=O)(=O)c1ccc2c(c1)Cc1ccccc1-2	i	i	i	i	i	i	i	i	-15	i	.
COC(=O)c1ccc(C(=O)OC)c(NC(=S)N2CCC(C(N)=O)CC2)c1	i	i	i	i	i	i	i	i	-6	i	i
O=c1ccc(-c2ccc(S(=O)(=O)Nc3ccc(F)cc3)o2)n[nH]1	i	i	i	i	i	i	i	i	-3	i	i
CC(=O)c1cccc(NS(C)(=O)=O)c1	i	i	i	i	i	i	i	i	-2	i	i
Cc1ccc(S(=O)(=O)Nc2ccc(-c3nnc(SCc4ccccc4Cl)o3)cc2)cc1	i	i	i	i	i	i	i	i	-4	i	i
Cn1cc(CCC(=O)N2CCCC(C(=O)c3ccc(C(C)(C)C)cc3)C2)cn1 (centres undefined)	i	i	i	i	i	i	i	i	-13	i	i
CC(=O)c1c(C)[nH]c(C(=O)Nc2cccc(S(=O)(=O)N(C)C)c2)c1C	i	i	i	i	i	i	i	i	-3	i	i
O=C(O)CCC(=O)CCC(=O)c1ccc(Cl)cc1	i	i	i	i	i	i	i	i	-9	i	i
COc1ccc(S(=O)(=O)N(CCc2ccccc2)CC(=O)O)cc1C	i	i	i	i	i	i	i	i	-6	i	i
COc1ccccc1CNC(=O)CS(=O)(=O)Cc1ccccc1	i	i	i	i	i	i	i	i	-11	i	i
O=C(Nc1ccccc1-c1nnn(CC(=O)N2CCOCC2)n1)c1ccccc1F	i	i	i	i	i	i	i	i	-12	i	i
The list continues.
SMILES	RGS4 block	MrgX1 PAM	KCNQ1 inh	KCNK9 inh	MrgX1 ag	KCNQ1 act	TMEM16A inh	KCNK3 inh	hERG protect	RGS4 pot	TMEM16A act
CC(C)Cn1c(SCC(=O)N2CC(=O)Nc3ccccc32)nc2ccccc21	i	i	i	i	i	i	i	i	-8	i	i
Cc1ccc(NC(=O)NCCc2ccc(S(N)(=O)=O)cc2)cc1	i	i	i	i	i	i	i	i	-2	i	i
N/C(=N\OC(=O)CSc1ccccc1)c1ccccn1	i	i	i	i	i	i	i	i	-10	i	i
Cc1cc(C)cc(NC(=O)c2cc3c(=O)n4ccccc4nc3s2)c1	i	i	i	i	i	i	i	i	-1	i	i
CCOC(=O)CC1C(=O)NCCN1C(=O)c1cccc(OC)c1 (centres undefined)	i	i	i	i	i	i	i	i	-3	i	i
